High-throughput results: PubChem, National Center for Advancing Translational Sciences (NCATS)
NPSR antagonist: neuropeptide S receptor (human) antagonism, cAMP; Q6W5P4; CHO-NPSR cells, cAMP TR-FRET, antagonist mode; Potency, µM (highest dose often 38.3 µM), inactives show at the highest dose activity change, negative = inhibition, hits mostly inhibitors; actives 1% (n = 220,000); AID 1461; further: potency means the concentration at half of the fitted maximal effect; on the % scale 0 is the no-effect control and ±100 the full control effect; nearly all actives have a fitted effect of over 50% in size; many of its hits are not listed in these tables
L3MBTL1 block: L3MBTL1 (human) inhibition; Q9Y468; AlphaScreen L3MBTL1–H3K9me1 peptide binding; Potency, µM (series often up to 57.1 µM), for inactives: top-dose activity, negative = inhibition, hits mostly inhibitors; actives 0.66% (n = 230,000); further: potency means the concentration at half of the fitted maximal effect; on the % scale 0 is the no-effect control and ±100 the full control effect; nearly all actives have a fitted effect of over 60% in size
Target sequence (Q9Y468 whole entry, looked up): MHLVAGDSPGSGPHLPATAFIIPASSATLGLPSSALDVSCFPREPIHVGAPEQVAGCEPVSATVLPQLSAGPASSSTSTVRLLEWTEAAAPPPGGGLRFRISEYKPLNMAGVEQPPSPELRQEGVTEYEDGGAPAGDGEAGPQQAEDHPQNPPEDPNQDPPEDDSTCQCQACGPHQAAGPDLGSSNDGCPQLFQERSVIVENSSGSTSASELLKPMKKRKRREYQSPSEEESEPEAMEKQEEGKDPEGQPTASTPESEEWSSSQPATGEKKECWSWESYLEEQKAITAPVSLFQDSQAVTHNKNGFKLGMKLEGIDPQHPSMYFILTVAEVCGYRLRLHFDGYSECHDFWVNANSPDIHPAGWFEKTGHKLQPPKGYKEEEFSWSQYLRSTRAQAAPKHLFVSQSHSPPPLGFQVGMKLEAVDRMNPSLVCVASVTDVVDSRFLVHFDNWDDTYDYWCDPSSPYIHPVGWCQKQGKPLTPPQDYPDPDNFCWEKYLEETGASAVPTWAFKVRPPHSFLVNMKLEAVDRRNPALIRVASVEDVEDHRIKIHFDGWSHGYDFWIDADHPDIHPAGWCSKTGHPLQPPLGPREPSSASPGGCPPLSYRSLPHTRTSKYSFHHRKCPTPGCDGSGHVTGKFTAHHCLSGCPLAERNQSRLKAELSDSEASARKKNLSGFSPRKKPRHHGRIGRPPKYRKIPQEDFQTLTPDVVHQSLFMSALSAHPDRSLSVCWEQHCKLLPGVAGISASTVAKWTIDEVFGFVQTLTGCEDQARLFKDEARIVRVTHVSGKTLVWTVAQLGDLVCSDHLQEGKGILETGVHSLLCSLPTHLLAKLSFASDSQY
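Read-out is AlphaScreen signal from streptavidin donor and nickel chelate acceptor beads (10 ug/mL final each) bridging L3MBTL1 (50 nM) and biotinylated K9-monomethylated H3(1-15) peptide (75 nM), after 30 min compound exposure at room temperature.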
IMPase Li inh: cell-permeable IMPase inhibitors with lithium potentiation | CHO-M1 cells, IP1 TR-FRET (IP-One), carbachol + lithium | Potency, µM (highest dose often 59.4 µM), for inactives: top-dose activity, negative = IMPase inhibition, hits mostly inhibitors | actives 0.35% (n = 210,000) | AID 1457;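 further: IP1 builds up when IMPase is blocked and the TR-FRET signal falls; potency means the concentration at half of the fitted maximal effect; plate controls were basal vehicle for no effect and high inhibitor control for full effect; nearly all actives have a fitted effect of over 50% in size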
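Test compounds were applied to CHO-M1 cells previously cultured for 16–30 h at 2000 per well. A small lithium amount accompanied them; after 30 min at 37C, IP1 was quantified by TR-FRET.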
HttQ103 aggreg: reduces HttQ103-GFP aggregates in PC12 cells | PC12 HttQ103-GFP aggregates, Acumen cytometry, 40 h | Potency, µM (top dose mostly 46.1 µM), for inactives: at the top dose activity change, negative = inhibition, hits mostly inhibitors | actives 1.1% (n = 220,000); further: potency means the concentration at half of the fitted maximal effect; on the % scale 0 is the no-effect control and ±100 the full control effect; nearly all actives have a fitted effect of over 60% in size
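Read-out: GFP aggregate count by laser scanning cytometer (488 nm excitation, 500-530 nm emission, 1–25 µm objects >6 SD above background). Cells: PC12, inducible HTTex1-Q103-GFP, 100 nM tebufenozide; compounds titrated.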
Luc counter: blocks Kinase-Glo luciferase, a counter-screen artifact. Q27757. Kinase-Glo luciferase, ATP luminescence, 8 min. Potency, µM (top dose mostly 38.3 µM), inactives show at the top dose activity change, negative = inhibition, actives largely listed as inhibitors. actives 0.28% (n = 200,000). AID 1379; further: potency means the concentration at half of the fitted maximal effect; on the % scale 0 is the no-effect control and ±100 the full control effect; nearly all actives have a fitted effect of over 60% in size
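Substrate mix (final 50 mM imidazole pH 7.2, 50 mM KCl, 7 mM MgCl2, 10 uM ATP, 0.01% Tween 20, 0.05% BSA) plus pin-tool compound, then Kinase-Glo detection mix; 8 min ambient, luminescence read.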
CBFb-RUNX1 inh: inhibitors of human CBF-beta and RUNX1 interaction | Q01196+Q13951 | AlphaScreen CBFb-His/RUNX1-biotin binding, biochemical | Potency, µM (titrated, usually from 59.8 µM), for the others: at the top dose activity, negative = inhibition, hits mostly inhibitors | 230,000 tested, under 10 active; further: % of control where 0% means no effect
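AlphaScreen binding: CBFb-His and RUNX1-biotin (30 nM each) preincubated 20 min, compound added for 15 min, then nickel and streptavidin beads for 90 min, all at room temperature. Disruption of the interaction by any mechanism counts as activity.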
Epigenetic reg: epigenetic control regulation, reporter derepression; murine LDR cells, GFP reporter derepression, 30 h; Potency, µM (series often up to 53.9 µM), inactives show at the top dose GFP activation, usual class: activators; actives 0.2% (n = 280,000); AID 1865; further: potency means the concentration at half of the fitted maximal effect; % of control where 0% means no effect; nearly all actives have a fitted effect of over 60% in size
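In this reporter-derepression format, murine cells bearing a silenced integrated CMV-GFP locus incubate with test compound (30 h, 37 C), then are washed and imaged; fluorescent objects of 20–120 um count as induced cells.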
The depositor's hits bear a star; u = inconclusive; x = not tested or not shown; [ ] = dose if it differs, or a comment. The call rests on the fitted dose curve; in most records, active means well fitted curve in the direction sought with a large enough effect; inconclusive means small, poorly fitted or top-dose-only effect, or another doubt; inactive means no such curve, though single readings can be large; an effect the other way counts as inactive or inconclusive. These rows are one share of the data; rates above refer to the full screens.

SMILES	NPSR antagonist	L3MBTL1 block	IMPase Li inh	HttQ103 aggreg	Luc counter	CBFb-RUNX1 inh	Epigenetic reg
COC(=O)[C@@]1(Cc2ccccc2)[C@H]2c3cc(C(=O)N(C)C)n(CCF)c3C[C@H]2CN1C(=O)c1ccccc1	x	x	1.0%	x	2.4%	-3.6%	3.9%
COCCCNCC(=O)c1c(N)n(Cc2ccccc2)c(=O)n(C)c1=O	-1.2%[46.1 µM]	2.4%	3.3%[38.3 µM]	9.4%	4.8%	1.9%	-2.3%
O=C(NC(NC1CCS(=O)(=O)C1)C(Cl)(Cl)Cl)c1ccc(Br)cc1 (configuration not stated)	-13.4%[46.1 µM]	-2.9%	2.9%[38.3 µM]	-12.7%	0.2%	0.5%	0.0%
Cc1ccc(SCc2cc(=O)n(C)[nH]2)cc1	-6.7%	u	-12.2%	23.0%	-6.5%	-13.5%	0.0%
O=C(NCc1ccccc1Cl)c1ccccc1CCc1ccccc1	-48.1%	55.3%[activator]	15.4%	-5.4%	-0.3%	0.6%	-6.4%
CC(C)OC(=O)CSc1nc(-c2ccc(F)cc2)cc(C(F)(F)F)n1	u	u	21.3%	-7.5%	-3.4%	-5.9%	1.0%
CCOc1ccc(C(=O)Nc2sc3c(c2C(=O)OC)CC(C)(C)NC3(C)C)cc1	19.4%	6.3%	-3.1%	-13.8%[9.22 µM]	x	4.9%	1.1%
O=C(CSc1nnnn1C1CCCCC1)NNC(=O)c1ccco1	-17.8%	-11.1%	0.4%	-2.8%[9.22 µM]	2.8%	-2.6%	-7.2%
COc1ccc(N2CCN(c3nc4ccccc4n3CC(=O)c3ccccc3)CC2)cc1	-29.3%[46.1 µM]	-11.0%	x	-10.4%	x	u	-6.7%
Cn1cccc1/C=C1\SC(=S)N(NC(=O)c2ccc(Cl)cc2)C1=O	-5.5%	-20.6%	4.0%	-19.8%	-2.7%	u	-1.5%
CC(Oc1cccc(Cl)c1)C(=O)NCCCCc1ccccc1 (configuration not stated)	-13.3%[46.1 µM]	24.7%	8.6%	-25.3%	4.0%	15.8%	0.0%
Cc1nnc(SCc2cccc([N+](=O)[O-])c2)s1	7.3%	4.7%	12.2%	u	0.6%	7.5%	-2.8%
COc1cccc(-c2cc(C(=O)N3CCCCC3C)no2)c1 (configuration not stated)	u	4.2%	-7.1%[38.3 µM]	-12.4%	1.8%	3.7%	-1.1%
CCOC(=O)C1=C(O)C(=O)N(Cc2cccnc2)C1c1ccc(OC)cc1 (configuration not stated)	-8.0%	2.9%[11.4 µM]	-0.2%	12.5%	3.8%	5.8%	-1.2%
COc1cc(Cl)ccc1NC(=O)COc1ccccc1C(=O)N1CCN(c2ccc(O)cc2)CC1	u	-16.8%	2.2%[38.3 µM]	13.8%	2.3%	-22.8%	0.8%
CSc1snc(SCC(N)=O)c1C#N	-4.2%[46.1 µM]	-3.2%	-9.0%[38.3 µM]	u	-2.8%	0.0%	0.0%
O=c1[nH][nH]c(C(F)(F)F)c1C=NCc1ccc(Cl)cc1	-6.4%[46.1 µM]	x	29.6%[38.3 µM]	-1.9%	-5.0%	2.9%	0.0%
COc1ccc(CCNC(=O)CSc2ccc(-c3cccs3)nn2)cc1OC	11.4%	x	-5.6%	-16.5%	0.7%	0.1%	-0.8%
Cc1ccc(-c2cc(-c3ccccc3)nc(Cl)n2)cc1	-27.3%[46.1 µM]	33.2%[activator]	-0.2%[38.3 µM]	-8.6%	0.7%	19.0%	0.3%
CC(C)(CSc1ccccn1)NS(=O)(=O)c1ccccc1	0.6%	-2.9%	7.4%	12.2%	-4.6%	-5.4%	2.4%
Cn1c2ccccc2c(=O)c2c(=O)n(Cc3ccco3)c(COc3ccccc3)nc21	-7.7%	12.6µM*	7.0%	u	-1.9%	2.7%	7.2%
O=C(CCN1CCOCC1)c1ccccc1	-4.3%[46.1 µM]	x	-3.3%[38.3 µM]	5.7%[9.22 µM]	5.7%	2.4%	0.0%
O=C(NNc1cc(N2CCOCC2)nc(N2CCOCC2)n1)c1ccc(Cl)c(Cl)c1	6.0%	-4.7%	5.4%	-21.6%	-0.5%	6.3%	-1.6%
CCCN(CC(=O)Nc1ccc(C(N)=O)cc1)CC(=O)Nc1ccccc1C	5.1%	x	0.3%	14.1%	-1.2%	5.2%	0.0%
NCCNc1cccc2ccccc12	x	x	-10.7%	8.0%	x	u	x
CCc1ccc2nc(NC(=O)c3ccc4c(=O)[nH]c(CN5CCOCC5)nc4c3)sc2c1	-3.4%[46.1 µM]	-4.7%	-13.2%[38.3 µM]	15.3%	-1.8%	-6.3%	-0.8%
Cc1ccccc1-n1ncc2c([N+](=O)[O-])cc([N+](=O)[O-])cc21	0.4%[46.1 µM]	u	1.7%[38.3 µM]	u	-4.2%	u	2.9%
COCCn1nnnc1SCC(=O)Nc1ccc2c(c1)OCO2	1.0%	-6.6%	-1.5%	x	-5.1%	8.2%	0.0%
O=C(Nc1ccc(Br)cc1Cl)c1cnccn1	-3.2%[46.1 µM]	x	26.9%[38.3 µM]	-4.2%	2.8%	1.7%	0.0%
Cc1ccc(NC(=O)CN2CCC(NC(=O)Cc3ccccc3)CC2)c(C)c1	2.8%	-4.1%	3.5%	22.2%	4.6%	-2.9%	0.0%

Next part, starting with the last 2 of the part before.
SMILES	NPSR antagonist	L3MBTL1 block	IMPase Li inh	HttQ103 aggreg	Luc counter	CBFb-RUNX1 inh	Epigenetic reg
O=C(Nc1ccc(Br)cc1Cl)c1cnccn1	-3.2%[46.1 µM]	x	26.9%[38.3 µM]	-4.2%	2.8%	1.7%	0.0%
Cc1ccc(NC(=O)CN2CCC(NC(=O)Cc3ccccc3)CC2)c(C)c1	2.8%	-4.1%	3.5%	22.2%	4.6%	-2.9%	0.0%
CCOCCCNC(=O)C(c1ccc(C)cc1)N(Cc1cccs1)C(=O)CNC(C)=O (configuration not stated)	15.0%	1.3%	-1.8%	-14.4%	2.5%	-2.8%	-1.1%
CCOc1ccc(NC2=NCCC(=O)N2Cc2cccs2)cc1	-13.5%[46.1 µM]	x	29.2%[38.3 µM]	-7.1%	-1.5%	-4.1%	-1.0%
CC(C)Cc1ccc(/C=C/C(=O)NC2CC2)cc1	20.2%	-1.1%	6.3%	0.4%	-0.1%	2.5%	-3.7%
Cn1nc(C(=O)N2CCOCC2)c([N+](=O)[O-])c1C(=O)N1CCOCC1	15.0%	9.3%	-0.1%	-7.4%	3.8%	5.4%	0.0%
Cc1ccc(OCC(=O)Nc2ccc3c(c2)nc(CCN2CCOCC2)n3C)cc1	-4.7%[46.1 µM]	0.9%	x	13.6%	x	4.2%	-5.3%
NS(=O)(=O)c1ccc(CCNC(=O)Nc2ccc(Cl)c(Cl)c2)cc1	-10.5%[46.1 µM]	x	57.4%[activator][38.3 µM]	-7.2%	1.6%	-5.5%	0.1%
COc1cc(C2CC(=O)N(CC(=O)NCC3CCCO3)c3ccccc3S2)cc(OC)c1OC (configuration not stated)	-2.1%	10.6%	6.8%	15.4%	1.5%	5.4%	-0.7%
FC(F)(F)c1nc2ccccc2n2c(-c3c(Cl)cccc3Cl)nnc12	-6.3%[46.1 µM]	-2.5%	0.2%[38.3 µM]	-10.4%	-4.8%	-4.4%	1.0%
O=C(CN(Cc1ccccc1)C1=NCCS1)c1ccc(Cl)cc1	1.3%	10.4%	12.6%	7.0%	2.2%	3.6%	0.0%
Cc1cc(C(=O)Nc2ccccc2N2CCCCC2)no1	16.0%	34.4%[activator]	x	-11.6%[9.22 µM]	x	12.9%	-0.2%
Cc1ccc(SCC(=O)N2CCC(C(N)=O)CC2)cc1	30.6%	x	3.6%	3.8%	-0.4%	-0.2%	0.2%
COc1cc(NC(=S)N2CCc3ccccc3C2)cc(OC)c1	-15.7%	-10.6%	8.4%	18.1%	0.9%	14.9%	-1.5%
CC1CN(C(=O)/C=C/c2ccc3c(c2)OCO3)CC(C)O1 (configuration not stated)	-3.6%[46.1 µM]	2.6%	11.7%	-9.6%	-3.3%	10.4%	0.9%
CC1CCN(C(=O)CSc2nncn2C)CC1	-1.2%[46.1 µM]	-0.2%	-0.1%[38.3 µM]	12.4%	0.4%	2.7%	-1.2%
COC(=O)CSc1ccc2c(N)c(C(=O)OC)sc2c1	-8.6%[46.1 µM]	13.6%	2.3%[38.3 µM]	7.8%	-4.0%	11.2%	-1.1%
Nc1nonc1-c1nc2ccccc2n1Cc1ccc(Cl)cc1	-17.6%[46.1 µM]	7.0%	8.6%[38.3 µM]	-5.9%	-7.1%	-1.4%	5.4%
CCn1cc([N+](=O)[O-])c(C(=O)Nc2nc3ccc(OC)cc3s2)n1	-10.0%	-1.7%	-2.0%	28.2%[9.22 µM]	-3.2%	3.4%	-0.9%[10.1 µM]
C1=C(c2ccccc2)Nc2nnnn2C1c1cccs1 (configuration not stated)	-9.0%[46.1 µM]	-1.5%	2.9%[38.3 µM]	6.7%	0.3%	-0.5%	0.0%
COc1ccc(C(=O)Nc2ccc3cn[nH]c3c2)c(OC)c1	-5.8%	-5.1%	13.1%	8.7%	2.2%	-3.3%	-3.5%
COC(=O)C1=C(C)N(CCc2c[nH]c3ccccc23)C(=O)C1	-12.4%	8.2%	3.4%	5.4%[9.22 µM]	-1.9%	-4.5%	-0.8%[10.1 µM]
O=C(CSc1ccc2nnc(-c3ccc(Cl)cc3)n2n1)N1CCc2ccccc21	-6.1%[46.1 µM]	-0.2%	34.0%[38.3 µM]	-1.8%	4.2%	15.0%	-0.8%
O=C(Nc1ccc(S(=O)(=O)Nc2ncccn2)cc1)c1ccc2ncsc2c1	4.7%	20µM*	x	7.2%[9.22 µM]	x	8.2%	-1.3%
COc1ccc(NC(=S)NCCCN2CCCC2)cc1Cl	-2.9%	x	0.7%	-5.0%	-2.1%	-9.6%	-4.4%
C=CCc1ccc(OCCOCCOc2ccccc2[N+](=O)[O-])c(OC)c1	-11.3%[46.1 µM]	16.0%	-1.4%[38.3 µM]	u	1.2%	0.2%	-1.1%
O=S(=O)(c1ccc(S(=O)(=O)N(Cc2cccs2)CC2CCCO2)cc1)N1CCCCC1 (configuration not stated)	-27.1%[46.1 µM]	x	27.8%[38.3 µM]	-29.9%	0.8%	14.7%	-1.0%
CCCCC/C=C\C\C=C/C=C/C=C/[C@@H](SCC(NC(=O)CCC(N)C(=O)O)C(=O)NCC(=O)O)[C@@H](O)CCCC(=O)O (some centres not stated)	x	x	2.2%	x	0.8%	17.7%	0.0%
O=c1c2sc(-c3ccccc3)cc2nc2n1CCCCC2	32.8%	2.6%	x	-10.7%[9.22 µM]	x	-0.7%	0.7%
CNc1oc(-c2cccs2)nc1C#N	0.7%[46.1 µM]	-4.7%	-21.8%[38.3 µM]	-2.0%	-2.2%	1.2%	-1.1%
